Fibroblast inh = blocks proliferation of human lung fibroblasts; viability, % at 10 µM; 1.1% of 85,000 active; AID 719; LL 47 human lung fibroblast viability, ATP luminescence; stronger effect = lower value;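 active = viability at or below 50% in the single dose screen; inactive = viability above 50%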;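 note: compound exposure lasted 72 h before the ATP readout; 100% = median luminescence of untreated cell-only wells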
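Material: human LL 47 lung fibroblast cells; quantity: 1,150 cells/well; medium: IMEM plus 15% FBS; doses: 0.1% DMSO in all compound wells; timing: overnight attachment after seeding, then 72 h compound exposure at 37 °C; detection: CellTiter-Glo luminescence; measure: % viability of median cell-only signal; controls: cell-only wells, no compound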
PostGolgi ctrl = growth of the yeast control strain, post-Golgi counter-screen; AID 738; efflux-deficient yeast background strain, growth absorbance A615, 16 h; 5% of 98,000 active; inhibition, % at 10 µM; in the data active = inhibition above about 30%
PTPN22 act = increases human PTPN22 phosphatase activity | 0.11% of 96,000 active | activation, % at 2 µM | Q9Y2R2 | recombinant LYP, DiFMUP fluorescence; 0 = plate median, 100 = signal doubled;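 active = activation at 2 µM above a set limit, the mean plus 5 SD, cut at about 37% in these data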
Target sequence (Q9Y2R2 whole entry, looked up): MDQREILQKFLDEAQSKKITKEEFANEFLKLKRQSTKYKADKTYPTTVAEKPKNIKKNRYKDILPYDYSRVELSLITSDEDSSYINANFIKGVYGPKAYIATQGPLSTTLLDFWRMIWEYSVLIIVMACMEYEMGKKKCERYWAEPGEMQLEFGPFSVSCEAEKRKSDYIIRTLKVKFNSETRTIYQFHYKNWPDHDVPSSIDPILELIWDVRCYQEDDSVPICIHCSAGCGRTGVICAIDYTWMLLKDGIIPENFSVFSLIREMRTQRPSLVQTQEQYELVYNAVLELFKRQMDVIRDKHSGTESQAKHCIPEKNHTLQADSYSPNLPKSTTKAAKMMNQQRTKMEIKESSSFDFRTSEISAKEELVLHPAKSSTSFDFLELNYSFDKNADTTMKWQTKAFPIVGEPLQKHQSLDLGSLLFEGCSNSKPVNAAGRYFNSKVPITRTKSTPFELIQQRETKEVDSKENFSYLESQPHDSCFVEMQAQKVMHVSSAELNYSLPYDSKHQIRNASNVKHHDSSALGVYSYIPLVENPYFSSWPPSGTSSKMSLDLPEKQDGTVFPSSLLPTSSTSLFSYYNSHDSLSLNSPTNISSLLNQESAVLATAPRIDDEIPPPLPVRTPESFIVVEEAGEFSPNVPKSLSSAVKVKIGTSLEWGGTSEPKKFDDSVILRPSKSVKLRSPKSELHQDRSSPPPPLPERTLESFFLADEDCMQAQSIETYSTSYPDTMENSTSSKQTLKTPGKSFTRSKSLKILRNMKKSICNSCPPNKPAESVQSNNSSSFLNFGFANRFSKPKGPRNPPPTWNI
S1P2 antag = blocks the human S1P2 receptor; inhibition, % at 5 µM; cell-based S1P2 antagonist assay, inhibition at 5 uM; O95136; 0.21% of 97,000 active; in the data active = inhibition above about 45%;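 note: CRE beta-lactamase reporter cells expressing human S1P2 stimulated with S1P; 0% = agonist at EC80 alone and 100% = agonist plus reference antagonist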
H69AR growth 86K = growth inhibitors of human H69AR lung tumor cells | viability, % at 10 µM | 6% of 85,000 active | H69AR lung tumor viability, ATP luminescence, 72 h; stronger effect = lower value | AID 598;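 active = viability at or below 40%; inactive = viability above 40%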;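 note: multidrug resistant small cell line overexpressing MRP-1 efflux transporter; 100% = mean luminescence of untreated control wells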
HUVEC prolif 384 = inhibitors of human endothelial cell proliferation | HUVEC proliferation, CellTiter-Glo luminescence, 72 h; stronger effect = lower value | viability, % at 10 µM (by protocol) | 1.1% of 86,000 active | AID 648;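 active = viability at or below 30%; inactive = viability above 30%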;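 note: 100% = median luminescence of DMSO-only cell control wells on each plate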
sEH inh = inhibitors of human soluble epoxide hydrolase; recombinant human sEH enzymatic activity assay; inhibition, % at 2 µM; 0.34% of 91,000 active; in the data active = inhibition above about 80%; note: values of inactives mirror those of a sister screen read the other way; many of its hits are not listed in these tables
sEH activator = increases human soluble epoxide hydrolase activity | 0.04% of 91,000 active | activation, % at 2 µM | purified human sEH enzymatic activity, activator screen; in the data active = activation above about 37%; note: values of inactives mirror those of a sister screen read the other way
S1P2 agonist = activates the human S1P2 receptor; O95136; S1P2-expressing cell line, agonist reporter read-out; activation, % at 4.5 µM; 0.46% of 97,000 active; AID 729; in the data active = activation above about 16%;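 note: 0% = vehicle low control and 100% = maximal reference agonist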
Active calls of the source: *; · = no result given. The list is partial; count on the stated rates, not on these rows.

SMILES | Fibroblast inh | PostGolgi ctrl | PTPN22 act | S1P2 antag | H69AR growth 86K | HUVEC prolif 384 | sEH inh | sEH activator | S1P2 agonist
Cn1cccc1P(=O)(c1cccn1C)c1cccn1C | 99 | 7 | -1 | -8 | 99 | 111 | -6 | 6 | -4
COc1ccc(S(=O)(=O)N2CCN(S(=O)(=O)c3ccc4c(c3)OCCO4)CC2)cc1 | 86 | 2 | -6 | 24 | 64 | 69 | 2 | -1 | -2
[O-]/[N+](=C\c1ccncc1)c1ccccc1 | · | 10 | 6 | -3 | · | · | · | · | -2
Cc1cc(C)n(-c2nc(NC(C)(C)C)nc(NC(C)(C)C)n2)n1 | · | 41* | -6 | 15 | · | · | 2 | -1 | -5
COc1ccccc1-c1cc(C(F)(F)F)nc(S(=O)(=O)CCCC(=O)Nc2cc(C)on2)n1 | · | 15 | 3 | 4 | · | · | -8 | 8 | -4
Cn1c(=O)c2c(nc(N3CCCCCC3)n2Cc2cccc3ccccc23)n(C)c1=O | 91 | 62* | · | · | 80 | 72 | · | · | ·
COc1ccccc1N1CCN(C(=O)c2ccc(S(=O)(=O)N3CCCC3)cc2)CC1 | 102 | 7 | 15 | -16 | 81 | 95 | -1 | 1 | -1
Cc1cc(C)cc(-n2nnnc2SCC(=O)N2CCOCC2)c1 | · | · | 8 | 2 | 93 | 92 | -1 | 2 | -2
CCn1nnnc1SCC(=O)Nc1cccc(C)n1 | 97 | 14 | 8 | 36 | 90 | 103 | 4 | -3 | -1
C=CCN(C(=O)COc1ccccc1)c1nnc(-c2ccncc2)s1 | 90 | 15 | -15 | 13 | 98 | 93 | 6 | -7 | -5
COc1ccccc1NC(=O)c1cc(Cl)ccc1NC(=O)c1ccco1 | 85 | 3 | -1 | 7 | 43 | 77 | -4 | 3 | -6
COc1cccc(C2C3CN(C)CC=C3C(C#N)=C(N)C2(C#N)C#N)c1OC (configuration not stated) | 101 | 0 | 4 | 7 | 91 | 92 | -7 | 8 | -3
O=C(O)c1ccccc1NC(=O)C1CCCO1 (configuration not stated) | 105 | 8 | -8 | 11 | 96 | 78 | -12 | 12 | -2
CCOC(=O)CSc1nc(C)c2ccccc2n1 | 102 | 5 | -2 | -10 | 107 | 90 | -10 | 8 | -7
CCOC(=O)CNC(=O)C(NC(=O)C1CCC(C)CC1)C(C)CC (configuration not stated) | 96 | 14 | · | · | 90 | 85 | · | · | ·
COC(=O)c1ccc(CS(=O)(=O)c2ccccc2C)o1 | 102 | -2 | 1 | -11 | 99 | 105 | · | · | -6
Cc1nn(C)c(Oc2cccc(Cl)c2)c1C(=O)O | · | 6 | -1 | 9 | · | · | 8 | -6 | -3
CCCCN1CC(C(=O)NC2CCCCC2)CC1=O (configuration not stated) | 102 | 7 | 6 | 13 | 90 | 101 | 17 | -16 | -2
O=C(COc1ccc(Cl)cc1Cl)NCCC1=CCCCC1 | · | 48* | -3 | 8 | · | · | 3 | -5 | -2
COc1ccc(S(=O)(=O)N(C)CC(=O)NC2CCCCC2)cc1OC | 101 | -2 | 0 | -23 | 96 | 104 | -1 | 4 | -1

The closing 2 entries of the section before lead into the next.
SMILES | Fibroblast inh | PostGolgi ctrl | PTPN22 act | S1P2 antag | H69AR growth 86K | HUVEC prolif 384 | sEH inh | sEH activator | S1P2 agonist
O=C(COc1ccc(Cl)cc1Cl)NCCC1=CCCCC1 | · | 48* | -3 | 8 | · | · | 3 | -5 | -2
COc1ccc(S(=O)(=O)N(C)CC(=O)NC2CCCCC2)cc1OC | 101 | -2 | 0 | -23 | 96 | 104 | -1 | 4 | -1
COc1ccc(OC)c(NC(=O)CSc2nnc(Cn3nnc4ccccc43)n2C)c1 | 99 | 15 | -6 | 2 | 100 | 101 | -8 | 7 | -4
COc1ccc(-c2nc(-c3ccccc3)no2)c(OC)c1 | 72 | 7 | · | · | 69 | 82 | · | · | ·
COc1ccc(OC)c2[nH]c(=O)c(CCNC(=O)COc3ccccc3)cc12 | 98 | 3 | 14 | -6 | 85 | 92 | -7 | 9 | -5
COc1cccc(OCCNc2cc(N3CCCCC3)ccc2[N+](=O)[O-])c1 | · | 12 | -4 | -1 | · | · | -10 | 11 | -1
O=C(O)c1ccc(Cl)cc1NC(=O)C1CCCO1 (configuration not stated) | 96 | 0 | 0 | -2 | 102 | 86 | 7 | -2 | -2
CCCCn1c(SCC(=O)N2CCC(C)CC2)nc2ccsc2c1=O | 96 | 27 | -11 | 2 | 83 | 91 | -10 | 13 | -12
CCC(=O)N1CC23C=CC(CC2CC12CCCCC2)O3 (configuration not stated) | 100 | 11 | · | · | 109 | 86 | · | · | ·
COc1ccc(Cl)cc1NC(=O)CCN1CCN(C)CC1 | 99 | 3 | 4 | 15 | 96 | 97 | 6 | -6 | -1
Nc1c(C(=O)NCCN2CCOCC2)c2nc3ccccc3nc2n1CCc1ccccc1 | 87 | 7 | -1 | -4 | 47 | 58 | -6 | 5 | 29*
CC(C)c1nc2oc3c(=O)[nH]cnc3c2c2c1CCC2 | 62 | 8 | 3 | -1 | 81 | 95 | 7 | -5 | -2
CCC(C)(C)NC(=O)c1ccc(S(=O)(=O)N(C)c2ccccc2OC)cc1 | · | 4 | 0 | 17 | · | · | 4 | -2 | -5
CCOC(=O)c1cnc2ccc(C)cc2c1NCCO | 94 | · | 0 | -7 | 73 | 92 | -17 | 15 | -9
O=c1cc(-c2ccccc2)[nH]n1-c1ccc([N+](=O)[O-])cc1 | · | -1 | 1 | 8 | · | · | -6 | 7 | -5
Cn1c(SCc2nnc(-c3ccccc3Br)o2)nc2sc3c(c2c1=O)CCC3 | 95 | 45* | · | · | 72 | 103 | · | · | ·
COC(=O)c1[nH]c2ccc(Cl)cc2c1NC(=O)C1CC1 | · | 15 | -2 | -9 | · | · | · | · | 0
CC1=C(C(=O)OCCOC(C)C)C(c2cc3c(cc2Br)OCO3)CC(=O)N1 (configuration not stated) | 96 | 32* | -6 | -21 | 99 | 105 | 14 | -12 | -4
N=c1ccn(CC(=O)NC(N)=O)c2ccccc12 | · | 13 | -2 | -2 | · | · | 16 | -16 | -10
COc1cccc(N2CC(O)=C(c3ccccc3)C2=N)c1 | 96 | -3 | 4 | 0 | 103 | 94 | 4 | -3 | -12
COCc1c(C(=O)N2CCN(c3ccc(C(F)(F)F)cn3)CC2)oc2ccccc12 | 106 | 12 | -6 | -7 | 97 | 104 | -9 | 9 | -2
Cc1ccc(NC(=O)Cn2cnc3sc(C(=O)NCc4ccco4)c(C)c3c2=O)cc1Cl | 96 | 2 | -2 | 16 | 88 | 74 | -9 | 11 | -3
O=C(CC1C(=O)OCN1C(=O)OCc1ccccc1)OCC(=O)c1ccccc1 (configuration not stated) | 95 | 13 | 10 | 10 | 94 | 90 | -15 | 16 | -2
CCCCNC(=O)Nc1ccc(Br)cn1 | 95 | 11 | · | · | 106 | 91 | · | · | ·
CN(CCCNC(=O)c1cccn2c(=O)c3ccccc3nc12)Cc1ccccc1 | · | 0 | 2 | 6 | · | · | -10 | 11 | 0
CN1CCN(CC(=O)Nc2ccc(Oc3ccccc3)cc2)CC1 | 91 | 28 | 4 | 8 | 102 | 94 | 5 | -1 | -5
COC(=O)Cc1c(C)nc2nc(NCc3ccc(Cl)cc3)[nH]n2c1=O | 93 | 7 | -1 | 15 | 86 | 98 | 0 | 1 | -2
COc1ccc(CCn2nnnc2C(CC(C)C)N2CCC(C(N)=O)CC2)cc1OC (configuration not stated) | 98 | -3 | 2 | 1 | 91 | 105 | -3 | 2 | -4
CC1(C(=O)CSc2nc3ccccc3[nH]2)CCC(=O)O1 (configuration not stated) | · | 4 | 4 | -8 | · | · | -14 | 14 | 0
Cn1cnnc1SCC(=O)c1ccc2c(c1)CCCC2 | 96 | 2 | 5 | 9 | 74 | 87 | -14 | 14 | -4
c1ccc(CNc2ncnc3nc[nH]c23)cc1 | 103 | 8 | -5 | -13 | 79 | 100 | -7 | 3 | -2
CN(Cc1cccs1)C(=O)COc1ccc(-c2nnco2)cc1 | 99 | 19 | -5 | -7 | 86 | 104 | 6 | -6 | -7
N#CC(c1cccc(Cl)c1)c1ncc(C(F)(F)F)cc1Cl (configuration not stated) | · | 11 | 1 | 6 | · | · | -4 | 7 | -5
O=C(O)CCc1ccc(-c2cccs2)n1NC(=O)c1ccc(O)cc1 | 93 | 2 | -6 | -3 | 92 | 94 | 2 | 1 | -2
COc1ccc(NC(=O)Cn2c(=O)n(CC(=O)NCc3ccco3)c(=O)c3ccccc32)cc1OC | · | 3 | 12 | 3 | · | · | 10 | -6 | -6
Cc1cc(C)nc(NC(=O)c2ccc(Cl)c(Cl)c2)n1 | 104 | 9 | 3 | -3 | 107 | 100 | 7 | -4 | 0
Cc1ccc(S(=O)(=O)NCC(=O)OC(C)C(=O)Nc2ncc(Cl)cc2Cl)cc1 (configuration not stated) | 109 | 1 | -5 | 23 | 85 | 103 | · | · | -9
Cn1c(=O)cc(OCCCC(=O)N2CCN(Cc3ccc4c(c3)OCO4)CC2)c2ccccc21 | 103 | 13 | 2 | 5 | 95 | 92 | 9 | -8 | -2
Cc1ccc(-n2nnnc2SCC(=O)c2cc(C)n(-c3cc(C)on3)c2C)cc1 | 94 | 4 | 2 | -6 | 55 | 75 | 0 | 1 | -7
O=C(NCCc1csc(-c2ccc(C(F)(F)F)cc2)n1)c1cccs1 | 97 | 82* | 14 | -16 | 89 | 83 | 9 | -10 | -3
CCCN1C(=O)/C(=C/c2ccc(C)s2)SC1=Nc1ccc(OC)cc1 | · | 2 | -10 | -24 | · | · | 13 | -11 | -3
CCOC(=O)c1c(C(C)(C)C)oc2ccc(O)cc12 | 94 | 52* | -1 | -1 | 30* | 47 | 11 | -10 | -4
CC(C)CNc1nc(Oc2ccc(=O)n(C)n2)nc(N2CCOCC2)n1 | 95 | 3 | 7 | 16 | 83 | 81 | -3 | 4 | -4
COC(=O)CN1C(=O)CSc2ncccc21 | · | -3 | -1 | 4 | · | · | -3 | 5 | -3
COc1cc(C(=S)N2CCCC2)ccc1O | 99 | 3 | -2 | 15 | 96 | 92 | · | · | -4
Cc1[nH][nH]c(=O)c1N=Nc1ccccc1 | 123 | 14 | 8 | -21 | 92 | 109 | -6 | 2 | -2
COc1ccccc1-c1cc(N)n(S(=O)(=O)c2ccc(F)c(C)c2)n1 | 98 | 2 | · | · | 73 | 101 | · | · | ·
Cc1ccc(-c2nnn(CC(=O)N(CC(=O)NC3CCCC3)c3ccc(F)c(Cl)c3)n2)o1 | 83 | · | -6 | 8 | 7.8* | 52 | 1 | 4 | -8
O=C(Nc1ccc(Cl)cc1)OCc1cn(-c2ccc(Cl)cc2)nn1 | · | 16 | 6 | 3 | · | · | 3 | -6 | -5
CCOC(=O)N1CCN(S(=O)(=O)c2ccc(OCC)c(C)c2)CC1 | 102 | 16 | 0 | 5 | 93 | 112 | 22 | -19 | -10
COc1ccccc1/C=N/n1cnnc1 | 107 | 11 | · | · | 91 | 99 | · | · | ·
CN(C)c1ccc(CNc2ccc3c(c2)ncn3C)cc1 | 95 | 3 | -4 | -48 | 5.2* | 91 | 1 | 2 | 0
O=S(=O)(c1ccccc1)c1nc(-c2ccco2)oc1NCc1ccccc1 | 96 | 21 | 26 | 7 | 100 | 89 | 8 | -5 | -3
O=c1oc2ccccc2c2c1SC(C(F)(F)F)C2 (configuration not stated) | 97 | 9 | -14 | 14 | 92 | 91 | 6 | -6 | -10
Cc1ccccc1Oc1cccc(C(=O)/C(C#N)=C/N(C)C)c1 | 111 | 2 | -3 | 7 | 97 | 92 | 1 | -3 | -2

A second format for some results above.
> CN(C)c1ccc(CNc2ccc3c(c2)ncn3C)cc1
  Fibroblast inh = 95	PostGolgi ctrl = 3	PTPN22 act = -4	S1P2 antag = -48	H69AR growth 86K = 5.2*	HUVEC prolif 384 = 91	sEH inh = 1	sEH activator = 2	S1P2 agonist = 0
> O=S(=O)(c1ccccc1)c1nc(-c2ccco2)oc1NCc1ccccc1
  Fibroblast inh = 96	PostGolgi ctrl = 21	PTPN22 act = 26	S1P2 antag = 7	H69AR growth 86K = 100	HUVEC prolif 384 = 89	sEH inh = 8	sEH activator = -5	S1P2 agonist = -3
